EPAC1 antag = qHTS for Antagonist of cAMP-regulated guanine nucleotide exchange factor 3 (EPAC1): primary screen; AID 720709, 2013; 360,000 compounds, 0.14% hits; EPAC1 GEF assay, Rap1b-BODIPY-GDP exchange fluorescence; Rap guanine nucleotide exchange factor 3 (Homo sapiens), O95398; Potency, µM (titrated, usually from 115 µM), for the others: top-dose activity change, negative = inhibition, most hits filed as inhibitors;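 note: potency is the fitted concentration of half-maximal effect; plate controls were vehicle for no effect and positive control for full effect; nearly all actives have a fitted effect of over 50% in size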
PLK1 PBD inh = qHTS for Inhibitors of PLK1-PDB (polo-like kinase 1 - polo-box domain): Primary Screen | 360,000 compounds, 2.8% hits | Potency, µM, for the others: max response, negative = inhibition, usual class: inhibitors | Serine/threonine-protein kinase PLK1 (Homo sapiens), P53350 | Plk1 PBD binding of FITC phosphopeptide, fluorescence polarization; note: potency is the fitted concentration of half-maximal effect; series mostly up to about 57 µM; % is set by controls: 0 for no effect and ±100 for the full control effect; nearly all actives have a fitted effect of over 65% in size
FUS suppressor = qHTS for Suppressors of FUS Proteinopathy: Primary screen using FUS-linked yeast assay; Potency, µM (highest dose often 76.6 µM), for the others: at the highest dose growth rescue (activation), usual class: activators; S. cerevisiae FUS-expressing, growth rescue, OD600, 24 h; AID 1347120, 2019; 390,000 compounds, 0.24% hits;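 note: potency is the fitted concentration of half-maximal effect; plate controls were DMSO vehicle for no effect and reference control for full effect; nearly all actives have a fitted effect of over 55% in size; some results filed as inactive show a strong effect at the top dose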
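FUS-expressing yeast, raffinose-pregrown, induced in 2% galactose minimal medium at OD 0.005; compounds in a dilution series, 24hr at 30C. Growth restoration read as absorbance at 600 nm. CP55940 positive control, DMSO negative.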
WRN helicase inh = qHTS for Inhibitors of WRN Helicase | 360,000 compounds, 0.46% hits | AID 651768, 2012 | WRN helicase unwinding, fluorescent forked duplex, kinetic | Potency, µM (highest dose often 114 µM), inactives show at the top dose activity change, negative = inhibition, most hits filed as inhibitors | Bifunctional 3'-5' exonuclease/ATP-dependent helicase WRN (Homo sapiens), Q14191; note: potency is the fitted concentration of half-maximal effect; % is set by controls: 0 for no effect and ±100 for the full control effect; nearly all actives have a fitted effect of over 55% in size
Target sequence (Q14191 whole entry, looked up): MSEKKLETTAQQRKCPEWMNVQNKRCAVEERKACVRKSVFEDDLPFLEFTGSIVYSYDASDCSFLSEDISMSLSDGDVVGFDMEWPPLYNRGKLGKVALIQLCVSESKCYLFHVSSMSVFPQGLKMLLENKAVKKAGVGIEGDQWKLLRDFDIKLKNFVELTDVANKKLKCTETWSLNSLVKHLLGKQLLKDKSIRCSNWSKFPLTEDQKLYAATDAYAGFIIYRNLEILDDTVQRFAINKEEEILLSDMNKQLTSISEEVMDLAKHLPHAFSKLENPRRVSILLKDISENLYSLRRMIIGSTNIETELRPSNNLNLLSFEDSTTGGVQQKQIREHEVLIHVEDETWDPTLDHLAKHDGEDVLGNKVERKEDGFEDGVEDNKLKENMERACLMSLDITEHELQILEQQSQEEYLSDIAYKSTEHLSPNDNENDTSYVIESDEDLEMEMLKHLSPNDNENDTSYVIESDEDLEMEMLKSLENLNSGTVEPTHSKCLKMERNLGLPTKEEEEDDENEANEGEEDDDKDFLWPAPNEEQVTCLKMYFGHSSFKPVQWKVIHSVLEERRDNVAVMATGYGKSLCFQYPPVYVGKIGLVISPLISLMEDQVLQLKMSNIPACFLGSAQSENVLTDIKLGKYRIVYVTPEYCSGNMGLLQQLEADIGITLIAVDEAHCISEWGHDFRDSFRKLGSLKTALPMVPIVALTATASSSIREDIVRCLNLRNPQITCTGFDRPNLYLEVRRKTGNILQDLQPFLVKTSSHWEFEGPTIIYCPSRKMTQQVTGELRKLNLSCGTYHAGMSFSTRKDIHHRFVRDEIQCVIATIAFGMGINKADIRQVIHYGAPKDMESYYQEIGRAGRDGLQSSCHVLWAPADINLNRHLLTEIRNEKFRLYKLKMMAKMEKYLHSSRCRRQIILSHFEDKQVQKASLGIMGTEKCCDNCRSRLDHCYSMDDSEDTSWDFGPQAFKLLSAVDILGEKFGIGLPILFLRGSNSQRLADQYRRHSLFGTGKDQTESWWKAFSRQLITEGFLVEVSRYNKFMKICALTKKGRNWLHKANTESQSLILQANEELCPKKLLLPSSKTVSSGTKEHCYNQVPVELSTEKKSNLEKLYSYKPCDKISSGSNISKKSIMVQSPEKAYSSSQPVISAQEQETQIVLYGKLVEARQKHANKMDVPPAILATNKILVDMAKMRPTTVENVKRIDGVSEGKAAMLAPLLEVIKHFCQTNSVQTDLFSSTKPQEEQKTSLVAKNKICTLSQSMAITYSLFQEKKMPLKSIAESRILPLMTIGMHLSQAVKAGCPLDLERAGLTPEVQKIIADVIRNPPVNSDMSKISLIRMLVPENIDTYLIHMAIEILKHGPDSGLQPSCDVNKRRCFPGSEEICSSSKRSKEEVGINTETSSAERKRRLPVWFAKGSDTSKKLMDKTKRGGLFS
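Primary qHTS, 1536-well format. 20 nM WRN + compound, 15 min RT; start with 100 nM forked fluorophore/quencher duplex, 2 mM ATP (final); kinetic read ex 525/em 598 nm.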
PI5P4K alpha inh = qHTS for Inhibitors of phosphatidylinositol 5-phosphate 4-kinase (PI5P4K). Phosphatidylinositol 5-phosphate 4-kinase type-2 alpha (Homo sapiens), P48426. PI5P4Kalpha enzyme, ADP-Glo luminescence, 60 min; active compounds read low. 330,000 compounds, 1.2% hits. AID 652105, 2013. max response, %; active = max response of -50% or lower; inconclusive = between -30% and -50%; inactive = -30% or higher; note: value at the top dose of about 77 µM; % is set by controls: 0 for no effect and ±100 for the full control effect
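Compounds were pin-transferred onto PI5P4Kalpha and substrate in HEPES pH 7.4 buffer with EGTA, CHAPS and 5% DMSO. ATP (5 microM final) started the reaction, which ran 60 minutes at room temperature before ADP-Glo detection.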
IL2 activator = qHTS of IL-2 Activators | IL-2 activation reporter assay, cell-based qHTS; stimulated with anti-CD3/CD4/CD28 beads; in transgenic mouse T cells | activation, % (series mostly up to about 46 µM) | 360,000 compounds, 0.065% hits | AID 652025, 2013; in the data active = activation above about 50%; inconclusive = mostly about 30% to 49%; note: 0% is about no effect
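Using fluorescent plate cytometry, EGFP and DsRed are detected in transgenic mouse T cells stimulated 18 h at 37 degrees C with antibody-coated beads after 60 min compound pretreatment.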
Abeta yeast res = qHTS for compounds that reverse cellular toxicity of Amyloid beta (A-beta) peptide in yeast: Primary Screen | yeast expressing A-beta42, growth rescue, OD600, 48 h; response scale: 0% DMSO, 100% iron-clioquinol control | Potency, µM (doses to about 46.1 µM), for inactives: at the top dose growth rescue, most hits filed as activators | 410,000 compounds, 0.063% hits | AID 1347071, 2019; note: potency is the fitted concentration of half-maximal effect; nearly all actives have a fitted effect of over 55% in size
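Growth rescue measured by 600 nm absorbance after 48 h yeast culture at 30 C with compound. Values normalized between DMSO and an equimolar ferric chloride plus clioquinol control.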
EPAC1 ag = qHTS for Agonist of cAMP-regulated guanine nucleotide exchange factor 3 (EPAC1): primary screen. Potency, µM (series often up to 154 µM), inactives show top-dose activation, most hits filed as activators. AID 720707, 2013. 360,000 compounds, 0.073% hits. Rap guanine nucleotide exchange factor 3 (Homo sapiens), O95398. EPAC1 agonist qHTS, biochemical assay; response scale: 100% = response to 6.5 mM cAMP; note: potency is the fitted concentration of half-maximal effect; nearly all actives have a fitted effect of over 60% in size
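Nucleotide exchange assay: 100 nM EPAC1 with 250 nM Rap1B loaded with BODIPY-GDP and 50 uM GDP, room temperature. Fluorescence (480/540 nm) read every 5 min for 30 min; signal change normalized to 6.5 mM cAMP as full agonist.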
Numbers without * were called inactive; ? = inconclusive; nt = not tested or not shown; [ ] = another dose, or the depositor's remark. Unless noted, calls come from the whole dose curve; as a rule, active = well fitted curve in the direction sought with a large enough effect; inconclusive = small, poorly fitted or top-dose-only effect, or another doubt; inactive = no such curve, though single readings can be large; an effect the other way counts as inactive or inconclusive. The order is random; any-hit rate near 4.1%.

SMILES | EPAC1 antag | PLK1 PBD inh | FUS suppressor | WRN helicase inh | PI5P4K alpha inh | IL2 activator | Abeta yeast res | EPAC1 ag
Cc1ccc(C(=O)N=c2sccn2C)o1 | 1% | 3% | -11% | 0% | 2 | -1.0 | -18% | -6%
O=C1/C(=C/c2ccc(O)cc2)COc2ccccc21 | ? | -4% | -3% | -12% | -2 | -0.4 | -18% | 10%
CCCNC(=O)C1(C)CCCN(Cc2cc3ccccc3o2)C1 (stereo not given) | -6% | -6% | -11% | 5% | 5 | -0.8 | -21% | -1%
Cc1ccc(/C=N/NC(=O)CCSc2ccccc2)cc1 | -25% | -5% | -33% | -7% | 12 | -0.3 | 3% | 2%
O=C(NCCS(=O)(=O)N1CCN(c2ccccc2F)CC1)c1ccc(Cl)cc1 | 14% | -4% | -19% | 7% | -3 | 0.8 | 2% | -1%
NC(=O)C1CCN(C(=O)COc2cccc3ccccc23)CC1 | -3% | -16% | 1% | -2% | nt | -0.2 | -2% | -1%
Cc1cccc(NC(=O)NC2CC(=O)N(c3ccc4c(c3)OCCO4)C2)n1 (stereo not given) | ? | -3% | -5% | 5% | 2 | 1.5 | -7% | 7%
COc1cccc(NC(=O)COC(=O)CC(NC(N)=O)c2ccc(Cl)cc2)c1 (stereo not given) | -23% | -6% | 4% | 0% | -4 | -1.2 | -3% | 0%
CS(=O)(=O)c1ccc(C(=O)Nc2ccc(N3CCCCC3)cc2)c(Cl)c1 | -17% | -9% | 5% | -15%[57.1 µM] | 0 | -1.5 | -2% | 0%
Cc1cc(N)n2nc(C)c(-c3ccc(Cl)cc3)c2n1 | -13% | -10% | 14% | 4% | 1 | -0.2 | -28% | 4%
Cc1cccc(C)c1-n1nnnc1C1(C)CCC(=O)N1CCOc1ccccc1 (stereo not given) | 15% | -9% | 32% | -5% | 6 | 3.5 | 5% | 4%
COc1cc(OC)c2ccc(=O)oc2c1C(CCN1CCOCC1)c1ccc2c(c1)OCO2 (stereo not given) | -5% | -8% | 13% | -4% | 0 | -0.5 | 1% | 9%
COc1cc(C2=NC(CO)(CO)CO2)cc(OC)c1OC | -5% | -28% | -3% | -4% | 7 | 6.2 | -19% | -20%
COc1ccc([N+](=O)[O-])cc1NC(=O)C(C)Sc1nc(C)c(C)c(C)n1 (stereo not given) | 7% | -7% | 0% | 2% | 0 | -2.3 | -15% | -2%
CCOC(=O)CSc1nc2sc3c(c2c(=O)n1C1CCCCC1)CCN(C)C3 | 4% | -18% | 19% | 6%[57.1 µM] | 4 | -1.3 | -21% | -4%
CCOc1cc2c3c(c1)C1(OCCO1)C(=O)N3C(C)(C)CC2C (stereo not given) | -18% | 0% | 2% | -8% | -1 | 0.1 | 2% | -3%
Cc1cc(C)cc(C(=O)O/N=C(\N)c2ccc(Br)cc2)c1 | 0% | -3% | -14% | 3% | nt | 0.3 | 4% | 4%
O=C1OC(Cc2ccccn2)C(=O)C1=C1SCCS1 (stereo not given) | -6% | -3% | nt | 6% | -1 | -3.2 | 7% | -8%
O=C(CCCOc1ccccc1)NNC(=O)c1ccncc1 | 10% | -12% | 12% | 0% | 1 | -0.2 | -4% | 3%
CC(C)CC(c1nnnn1CC1CCCO1)N1CCN(Cc2ccc3c(c2)OCO3)CC1 (stereo not given) | -17% | -9% | -19% | -22% | 5 | -2.8 | 9%[9.22 µM] | -3%
O=C(NCC1CCCO1)C1CCN(S(=O)(=O)c2ccc(Br)cc2)CC1 (stereo not given) | 0% | 2% | 12% | 7% | 0 | 0.3 | ? | -1%
CN(C)c1ccc2c(=O)[nH][nH]c(=O)c2c1 | -18% | -7% | -9% | -27%[57.1 µM] | -14 | -4.7 | -7% | 3%
O=C(/C=C\Nc1ccc(S(=O)(=O)Nc2ncccn2)cc1)c1ccccc1 | -3% | -5% | 6% | -5% | 2 | 0.4 | -13% | 5%
O=[N+]([O-])c1ccc(Cl)c(S(=O)(=O)Nc2cccc(S(=O)(=O)NC3=NCCC3)c2)c1 | 32%[activator] | ? | 8% | -22% | -14 | 0.6 | 9% | 5%
Cc1nn(-c2ccccc2)c(Cl)c1/C=N/NS(=O)(=O)c1ccc(Br)cc1 | -15% | -16% | 17% | -14%[57.1 µM] | 11 | -2.0 | -14% | -6%

4 compounds out of the list above, sorted by the number in FUS suppressor, ascending:
| SMILES | FUS suppressor |
| --- | --- |
| Cc1ccc(/C=N/NC(=O)CCSc2ccccc2)cc1 | -33% |
| Cc1cc(C)cc(C(=O)O/N=C(\N)c2ccc(Br)cc2)c1 | -14% |
| NC(=O)C1CCN(C(=O)COc2cccc3ccccc23)CC1 | 1% |
| CCOC(=O)CSc1nc2sc3c(c2c(=O)n1C1CCCCC1)CCN(C)C3 | 19% |

Other compounds.
SMILES | EPAC1 antag | PLK1 PBD inh | FUS suppressor | WRN helicase inh | PI5P4K alpha inh | IL2 activator | Abeta yeast res | EPAC1 ag
COc1cc(/C=C/CN2CCC(CO)(CC3CCCCO3)CC2)ccc1O (stereo not given) | -10% | -12% | 5% | 6% | -6 | -4.6 | -4% | -6%
CC(NC(=O)C(C)N1C(=O)c2cccc([N+](=O)[O-])c2C1=O)c1ccccc1 (stereo not given) | 1% | -28% | 9% | -4% | 2 | -0.9 | 10% | -11%
Cc1cccc2c(SCC(=O)NCC3CCCO3)nc(-c3ccc(F)cc3)nc12 (stereo not given) | 0% | -11% | 22% | -1% | nt | 0.7 | -19% | 12%
O=C(c1ccccc1Cl)N1CCNCC1 | -13% | 2% | nt | -2% | -3 | -3.0 | -3% | -3%
CCN(CC)CCN(C(=O)c1ccc2c(c1)CCCC2)c1nc2c(C)cccc2s1 | -19% | 0% | 15% | 2% | -1 | -3.1 | 14% | -17%
CCc1ccc(/C=N/NC(=O)Cc2ccc(OC)c(OC)c2)s1 | 1% | -3% | 10% | 4% | 2 | -2.2 | -5% | -1%
CCC1CCCCN1CCCNC(=O)Cn1cnc2sc(C)c(S(=O)(=O)N3CC(C)CC(C)C3)c2c1=O (stereo not given) | -6% | -2% | 12% | -4% | 5 | -1.8 | 10% | -12%
O=C(Nc1ccc(S(=O)(=O)N2CCCCC2)cc1)C1CCN(C(=O)c2ccc(F)cc2)CC1 | -25% | -2% | 23% | -5% | 3 | -0.7 | -1% | ?
Cc1cc(C)cc(N2C(=O)N(c3ccccc3C)C3CS(=O)(=O)CC32)c1 (stereo not given) | 1% | 1% | 6% | -1% | nt | -0.7 | 7% | -3%
O=C(NCCCN1CCOCC1)c1ccccc1N1C(=O)[C@@H]2Cc3c([nH]c4ccccc34)C(c3ccc(F)cc3)N2C1=O (stereo not given in full) | -10% | 4% | 29% | -4% | -1 | 0.5 | -4% | -2%
CC(=O)c1c(O)cc2n(c1=O)-c1ccc(Cl)cc1C2(C)C | 0% | 1% | nt | 10% | -18 | 0.1 | 0% | 1%
Cc1ccc(NC(=O)COC(=O)Cc2cccs2)cc1S(=O)(=O)N1CCOCC1 | -16% | 1% | 16% | -6% | 5 | 0.8 | 0% | 5%
CCn1cc(C(=O)O)c(=O)c2cc(F)c(N3CCN(C(=S)NC(=O)c4ccc(F)c(F)c4)CC3)cc21 | -19% | ? | -39% | -1% | -21 | -0.3 | -2% | -1%
COc1ccc(C(=O)N[C@H](C(=O)NCc2ccco2)C(C)C)cc1 | 8% | -8% | 15% | -3% | -5 | 1.7 | 16% | 3%
CCOc1ccc(NC(=O)C2CC(=O)N(Cc3ccco3)C2)cc1 (stereo not given) | -4% | 2% | -8% | 5% | 4 | 0.4 | 9% | -13%
Cc1ccc(S(=O)(=O)NCc2ccc(C(=O)NCCN(Cc3ccccc3)C(C)C)cc2)cc1 | -5% | -12% | 22% | -7% | 1 | -5.4 | 5% | -2%
Cc1cc(C(=O)NCCc2ccccc2)ccc1[N+](=O)[O-] | -5% | -4% | -10% | -4% | nt | 0.3 | 9% | 2%
O=C1Cc2ccccc2C(c2ccc(Cl)cc2Cl)N1 (stereo not given) | 8% | 1% | -27% | 6% | -2 | -2.2 | 9% | 0%
Fc1ccc(C2=CC(c3ccco3)n3ncnc3N2)cc1 (stereo not given) | 7% | -26% | nt | -13% | 9 | 1.3 | -6% | 0%
CCN(CC)S(=O)(=O)c1ccc(-c2nnco2)cc1 | 13% | 1% | 15% | 1% | -5 | -2.0 | 0% | -2%
Cc1ccc(C(=O)COC(=O)C(C)N2C(=O)C3C4C=CC(C4)C3C2=O)cc1C (stereo not given) | -16% | -2% | 12% | -3% | 6 | 2.7 | -4% | 7%
COc1ccccc1N1CCN(Cc2ccc(Br)o2)CC1 | -4% | -6% | 23% | -23% | -2 | -0.3 | -11% | 6%
COCCN1CN=C(Nc2nc3ccccc3o2)NC1 | 7% | 2% | 4% | 2% | -6 | 0.9 | 12% | -6%
O=C(Nc1cnn(Cc2ccccc2)c1)c1cc2nc(-c3ccco3)cc(C(F)(F)F)n2n1 | 10% | -3% | 2% | 5% | -5 | 0.5 | 4% | -12%
CN1CCN(C2CN(C3CCCC3)S(=O)(=O)C2)CC1 (stereo not given) | 1% | -10% | -24% | -8% | 0 | -0.1 | -15% | 9%
COc1ccccc1P(=O)(c1ccccc1)c1ccccc1NC(C)=O (stereo not given) | -17% | -7% | -12% | 9% | -3 | 1.1 | 4% | 11%
O=C(CCN1C(=O)C2CC=CCC2C1=O)Nc1nc(-c2ccc(F)c(F)c2)cs1 (stereo not given) | -18% | 4% | -9% | -8% | 6 | -0.8 | -10% | -3%
CN(C)c1ccc(NC(=O)C2C3C=CC(C3)C2C(=O)O)cc1 (stereo not given) | 3% | -2% | 28% | -3%[11.6 µM] | -24 | -2.3 | -32%[inhibitor] | -10%

Source: PubChem
